CD11b adhes enh – increases human CD11b/CD18 adhesion to fibrinogen; P05107+P11215; K562 CD11b/CD18 adhesion to fibrinogen, ATPlite luminescence; activation, % at 10 µM; 93,000 tested, 0.07% active; AID 1499;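 active means 10 µM primary screen giving 50% or more activity, confirmed by 40% or more on retest at that dose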; further: strong numbers were not always called active; reference of the scale not given here
ERb SRC1 inh – blocks coactivator binding to human estrogen receptor beta; 86,000 tested, 1.3% active; Q92731; AID 633; TR-FRET ER-beta LBD / SRC1-Cy5 peptide binding; receptor agonist-loaded with 1 µM estradiol; inhibition, % at 25.6 µM;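 active means compounds whose percent inhibition of the receptor-coactivator binding signal exceeds about 50% in the single-dose screen, limit read from the data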;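 further: 0% = receptor plus peptide wells without compound and 100% = peptide-only wells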
FAK inh – blocks human focal adhesion kinase activity | Q05397 | 97,000 tested, 0.84% active | inhibition, %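 (tested at 7 µM)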 | biochemical FAK kinase activity assay; in the data active means inhibition above about 19%;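 further: 0% = DMSO and 100% = reference compound high control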
MT1-MMP txn act – MT1-MMP promoter transcription activation; HT1080 MT1-MMP promoter luciferase reporter, luminescence, overnight; stronger effect = higher value; activation factor at 10 µM; 86,000 tested, 0.16% active;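 active means activation factor of at least 2 for MT1-MMP transcription at 10 µM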
PLAP act – human PLAP activation | P05187 | purified PLAP enzyme, luminescent substrate read-out; stronger effect = higher value | activation fold at 20 µM | 96,000 tested, 1.2% active; in the data active means activation fold above about 2
CD11b adhes inh – blocks human CD11b/CD18 adhesion to fibrinogen; P05107+P11215; K562 CD11b/CD18 adhesion to fibrinogen, ATPlite luminescence; Mn2+ added to activate the integrin; inhibition, % at 10 µM; 93,000 tested, 0.54% active; AID 1497;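 active means primary inhibition of 50% or more at 10 µM, then 40% or more on retest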; further: some results filed as inactive read as strong as hits
Ecoli WT expand – E. coli BW25113 growth inhibition, expanded screen. OD600 absorbance. growth inhibition, % at 100 µM. AID 710. 98,000 tested, 0.15% active;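 active means growth inhibition above about 50% at one test dose, limit read from the data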;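 further: growth measured after 20 h incubation at 37 °C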
ERa coact pot – ER-alpha (human) coactivator binding potentiation; TR-FRET ERalpha-LBD/SRC-Cy5 coactivator binding, 2 h; 100 = basal binding, no effect; P03372; 86,000 tested, 1.3% active; coactivator binding (% of control), % at 25.6 µM; in the data active means activity above about 200%;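 further: binding measured in presence of low estradiol as agonist stimulus; 0% = peptide alone without receptor and 100% = receptor with peptide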
Target sequence (P03372 whole entry, looked up, the tested form may be a part): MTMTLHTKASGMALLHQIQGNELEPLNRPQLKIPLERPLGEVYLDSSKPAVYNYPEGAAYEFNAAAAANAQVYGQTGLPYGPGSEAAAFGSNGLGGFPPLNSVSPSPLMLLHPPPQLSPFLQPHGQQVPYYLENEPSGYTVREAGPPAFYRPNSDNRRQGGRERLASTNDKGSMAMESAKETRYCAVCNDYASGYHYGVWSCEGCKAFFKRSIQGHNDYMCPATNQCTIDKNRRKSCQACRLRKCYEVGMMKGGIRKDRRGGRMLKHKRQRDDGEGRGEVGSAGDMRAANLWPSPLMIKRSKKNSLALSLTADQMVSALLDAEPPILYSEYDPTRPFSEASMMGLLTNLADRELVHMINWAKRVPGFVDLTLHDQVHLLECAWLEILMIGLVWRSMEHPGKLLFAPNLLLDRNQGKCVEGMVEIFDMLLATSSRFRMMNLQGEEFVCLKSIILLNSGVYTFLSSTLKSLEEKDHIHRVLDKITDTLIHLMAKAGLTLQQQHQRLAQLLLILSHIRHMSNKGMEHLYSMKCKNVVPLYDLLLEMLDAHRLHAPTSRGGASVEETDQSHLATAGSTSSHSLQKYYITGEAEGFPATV
ERa coact inh – ER-alpha (human) coactivator binding inhibition; inhibition, % at 25.6 µM; AID 629; TR-FRET ER-alpha LBD / SRC-1 peptide, estradiol-bound; P03372; 86,000 tested, 1.7% active; in the data active means inhibition above about 50%;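 further: 0% = receptor plus peptide control and 100% = peptide only without receptor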
* marks the source's active call; other numbers are inactive results; x = no result given; [ ] = another dose, or the depositor's remark.

molecule	CD11b adhes enh	ERb SRC1 inh	FAK inh	MT1-MMP txn act	PLAP act	CD11b adhes inh	Ecoli WT expand	ERa coact pot	ERa coact inh
CCCCNC(=O)C1CC(c2cccc([N+](=O)[O-])c2)=NO1 (stereo unspecified)	-5	x	0	x	0.9	-8	9	x	x
COc1ccc(NC(=O)Cn2nnc(C(=O)NCc3ccccc3OC)c2N)cc1Cl	7	x	0	1	0.8	-55	2	x	x
CCCOc1ccc(C2=NNC(c3cccs3)=Nc3ccc(OC)cc32)cc1	x	-5	-2	1.2	x	x	x	112	3
CC1=Nn2c(nnc2-c2n[nH]c3c2CCC3)SC1	-3	3	13	1.1	1.2	-16	7	101	2
Cc1cc(/C=N/n2cnnc2)c(C)n1-c1ccc2c(c1)OCO2	-4	4[fluorescence artefact?]	3	1.1	1.1	-2	-1	120	0
CCC(=O)N1CCc2cc(Br)cc(S(=O)(=O)CCC(=O)NCc3ccco3)c21	x	1	0	1.1	x	x	-12	99	2
COC(=O)C1C2C=CC3(CN(Cc4cccs4)C(=O)C13)O2 (stereo unspecified)	4	-6	0	1.1	1.1	-2	2	105	-3
Cc1cc2oc(=O)cc(CN3CCCCC3C)c2c(C)c1Cl (stereo unspecified)	-5	-9	-2	1.2	1	13	-6	127	-10[fluorescence artefact?]
O=C(CCCSc1nc2ccccc2s1)NCc1ccco1	-3	-1	0	1.2	1.4	-2	-3	105	-2
Cc1cc(=O)oc(C)c1C(=O)NCc1c(F)cc(F)cc1F	-2	3[fluorescence artefact?]	1	1.2	1	-30	5	108	4
CCCn1nnnc1SCC(=O)N1CCN(C(=O)c2ccco2)CC1	1	-12	1	1.1	1.1	18	6	109[fluorescence artefact?]	1
Nc1ccc(Oc2ccc([N+](=O)[O-])cc2[N+](=O)[O-])cc1	-1	-8	2	1.3	1	62	16	100	1
CCn1c2ccccc2c2nnc(SCC(=O)NCc3cccs3)nc21	-1	5	x	1	0.7	-7	-1	101	10
CCC1Sc2ccccc2N(CC(=O)NC2CCCC2)C1=O (stereo unspecified)	x	-6	1	1.1	x	x	x	110	-4
CC1Cc2nc(SCC(=O)NCc3ccco3)n(Cc3ccccc3)c(=O)c2S1 (stereo unspecified)	5	8	x	1.3	0.9	-16	-9	111	7
COc1ccc(OC)c(S(=O)(=O)Nc2ccccc2SC)c1	x	-7	-1	1.1	x	x	-3	89	-5
CCOc1ccc2nc(SCC(=O)c3ccc(Cl)s3)sc2c1	18	0	2	1.2	0.8	4	-18	178[fluorescence artefact?]	-3
CCc1c(C)sc(NC(=O)C2CC2c2ccccc2)c1C(N)=O (stereo unspecified)	3	x	35*	x	0.9	-5	5	x	x
C=CCN1C(=O)/C(=C\c2cccs2)C(C(=O)OC)=C1C	7	-15	-3	x	1.3	-24	-1	121[fluorescence artefact?]	-12[fluorescence artefact?]
COc1ccc(NS(=O)(=O)c2ccc(NS(=O)(=O)c3ccc(C)cc3)cc2)nn1	-3	-6	x	1.2	1	2	0	91	-43
O=C(NNC(=O)c1sccc1-n1cccc1)c1cccc(Cl)c1	-1	x	-10	x	1.5	16	2	x	x
COc1ccc(/C=N/N=C2\CC3CCC2(C)C3(C)C)cc1O (stereo unspecified)	2	x	2	x	1.5	8	-7	x	x
COc1ccc(N2CCN(Cc3cc(=O)oc4cc(-c5ccccc5)c(O)cc34)CC2)cc1	18	43[fluorescence artefact?]	0	1.1	1	-5	-2	70[fluorescence artefact?]	64*[fluorescence artefact?]
CC(=O)SCCC(=O)N1C(C)CCCC1C(=O)O (stereo unspecified)	0	-21	-4	1.2	1	2	7	111[fluorescence artefact?]	-44
O=C1C(Cl)=C(N2CCCCC2)C(=O)N1c1ccccc1Cl	x	x	-6	1.1	1	x	4	x	x
O=C(c1cn(-c2ccccc2)nc1-c1cccs1)N(CCO)Cc1ccccc1	-3	6	-1	1.2	1.7	-4	4	99	9
Cc1ccc(C(=O)O/N=C2\CCSc3ccc(C)cc32)cc1	-4	x	-5	x	0.8	-25	-21	x	x
COCC(=O)N1CCC(n2nnc3cc(F)ccc32)CC1	x	4[fluorescence artefact?]	0	1.1	1	x	-2	110	-7
COc1cccc(NC(=O)C(NCC2CCCCC2)c2ccccc2)c1 (stereo unspecified)	-2	-9	-1	1.1	1.5	-17	4	98	-7
S=C(Nc1ccc2c(c1)OCO2)NC1CCN(Cc2ccccc2)CC1	-1	-10	-1	1.1	0.9	2	7	99	-5
CC(=O)Oc1ccc(NC(=O)CSc2ccccc2)cc1	-2	8	0	1.4	1	8	6	109	0
Cc1c(C(=O)N2CCCCC2)sc(NC(=O)C23CC4CC(CC(C4)C2)C3)c1C#N	x	1	2	1.2	x	x	x	124	3
Cc1nc2nc(C)c(CCC(=O)NCCCN3CCN(c4cccc(Cl)c4)CC3)c(C)n2n1	x	x	2	1.2	1.4	x	3	x	x
COc1ccc(C)cc1S(=O)(=O)N1CCN(S(=O)(=O)c2cc(C)ccc2OC)CC1	-3	-1	-3	1	1.7	-6	-4	108	5
CCCNC(=O)Cn1c2ccccc2c2nc(=O)cc(C)n21	-8	x	-7	x	1	22	3	x	x
C=CCn1c(COc2ccccc2)nnc1SC(C)C(=O)N/N=C/c1cc(Cl)ccc1O (stereo unspecified)	1	x	-2	x	1.7	4	11	x	x
O=C(Nc1ccccc1F)c1cc(S(=O)(=O)N2CCCCC2)cs1	-1	-4	-3	1.2	1	7	-1	120	0
CCC(=O)N1CCc2cc(S(=O)(=O)NCCC(=O)N3CCN(c4ccccn4)CC3)ccc21	8	-1	x	0.9	1.3	-8	-4	108	3
O=[N+]([O-])c1cc(F)c(N2CCCCC2)cc1N1CCOCC1	0	x	1	x	1	-10	-5	x	x
COc1ccc(NC(=O)c2cc3c(-c4ccc(OC)c(OC)c4)nn(C)c3s2)cc1OC	6	-1	-5	1.1	2.3*	-27	-11	92	-5
CCOC(=O)CNC(=O)C1(c2ccccc2)CCCC1	0	-1[fluorescence artefact?]	-2	1.1	0.9	-7	2	147[fluorescence artefact?]	0
c1ccc(CCCNc2ncnc3nc[nH]c23)cc1	-4	-14	x	x	1.9	8	7	112	-2
COc1ccccc1NC(=S)Nc1ccccc1F	-2	x	0	x	0.7	-2	-8	x	x
C=CCN(C(=O)CCC(=O)O)C1CC(=O)N(c2ccc(OC)cc2)C1=O (stereo unspecified)	9	-13	-2	1.2	1.1	-36	-4	112	-20
Cc1nn(CC(O)c2ccccc2)c(C)c1Br (stereo unspecified)	-2	-8	3	1.2	0.8	-11	5	107	-11
O=C1OCCC1Sc1nc2cc(Cl)ccc2n1Cc1ccccc1 (stereo unspecified)	0	27	2	1.4	1.1	-4	2	56	26
COc1ccc2c(=O)cc(-c3ccccc3)n(C)c2c1	x	-1	-1	1	x	x	x	100[fluorescence artefact?]	-2
CCC(C)(C)n1nnnc1C(c1cccs1)N1CCN(c2nc3ccccc3s2)CC1 (stereo unspecified)	-1	-5	0	0.9	1.5	13	-19	109	-10
CCC(=O)Nc1ccc(C(=O)OCc2ccccc2Cl)cc1	-4	x	5	x	1	3	1	x	x
Cc1nn(CCC#N)c2nc(C(F)(F)F)[nH]c(=O)c12	-7	-1	x	1.2	0.9	-12	-10	97	-11
COC(=O)c1ccc(C(=O)OC)c(NC(=O)CCC(=O)O)c1	-2	12[fluorescence artefact?]	-3	1	0.9	-7	1	91	15[fluorescence artefact?]
COc1cccc(-c2cc(C(=O)NCCCn3ccnc3)no2)c1	-5	-1	0	x	0.9	13	12	106	-6
Cc1c2cc(O)c(=O)cc-2oc2cc(O)c(O)cc12	6	x	12	x	0.6	7	4	x	x
COCCNC(=O)CCc1nc(-c2ccccc2)no1	x	-12	-1	1.2	0.9	x	-2	102	1
CC(C)n1nnnc1SCC(=O)NCc1cccs1	2	-8	-6	1.3	1.2	5	0	115	-14
CCCc1ccc(OCc2nc(-c3ccc(NC(=O)c4ccco4)cc3)no2)cc1	12	22[fluorescence artefact?]	x	1.3	0.9	27	-14	115[fluorescence artefact?]	48[fluorescence artefact?]
CC(C)NC(=O)NC(=O)CSc1nnc(COc2ccccc2F)n1C(C)C1CC2CCC1C2 (stereo unspecified)	-3	-3	-5	1.1	1.3	-1	-1	73	5
Fc1ccc(Br)cc1C1C=C(c2cccnc2)Nc2ncnn21 (stereo unspecified)	0	1	5	1	1	-1	3	115	-6
O=C(CN1CCc2[nH]c3ccccc3c2C1)N1CCCCC1	1	0[fluorescence artefact?]	2	1.1	0.9	-16	9	96	8[fluorescence artefact?]
CCOC(=O)C1C(c2ccc3c(c2)OCO3)NC(=O)NC1(O)C(F)(F)F (stereo unspecified)	-3	-11[fluorescence artefact?]	-1	1.1	1	5	3	96	-8

Taken from the entries so far (five entries):
molecule	CD11b adhes enh	ERb SRC1 inh	FAK inh	MT1-MMP txn act	PLAP act	CD11b adhes inh	Ecoli WT expand	ERa coact pot	ERa coact inh
COc1cccc(-c2cc(C(=O)NCCCn3ccnc3)no2)c1	-5	-1	0	x	0.9	13	12	106	-6
Cc1c2cc(O)c(=O)cc-2oc2cc(O)c(O)cc12	6	x	12	x	0.6	7	4	x	x
COCCNC(=O)CCc1nc(-c2ccccc2)no1	x	-12	-1	1.2	0.9	x	-2	102	1
CC(C)n1nnnc1SCC(=O)NCc1cccs1	2	-8	-6	1.3	1.2	5	0	115	-14
CCCc1ccc(OCc2nc(-c3ccc(NC(=O)c4ccco4)cc3)no2)cc1	12	22[fluorescence artefact?]	x	1.3	0.9	27	-14	115[fluorescence artefact?]	48[fluorescence artefact?]

(next part)
molecule	CD11b adhes enh	ERb SRC1 inh	FAK inh	MT1-MMP txn act	PLAP act	CD11b adhes inh	Ecoli WT expand	ERa coact pot	ERa coact inh
O=C(CSc1ncn[nH]1)NCCOc1ccccc1	-3	-3	-7	1.2	0.9	0	5	126	-3
CCN1CCN(Cc2nc3c(c(=O)n(C)c(=O)n3C)n2Cc2ccc(Cl)cc2Cl)CC1	x	-8	x	1.1	x	x	x	101	-3
CCN(CC)S(=O)(=O)c1ccc2nc(SC)sc2c1	-1	-6	3	1.2	0.9	6	5	101	1
CCOC(=O)c1ccc(-n2c(=O)[nH]c3ccccc3c2=O)cc1	-4	-4	-3	1	2*	4	-8	103	5
c1ccc(CCc2nn3c(C4COc5ccccc5O4)nnc3s2)cc1 (stereo unspecified)	x	-4	-3	1.4	1.2	x	1	81	6[fluorescence artefact?]
Cc1ccc2oc(=O)c3cnn(CC(=O)N(CCCN4CCOCC4)Cc4ccco4)c3c2c1	x	-10	x	1.1	x	x	-4	108[fluorescence artefact?]	1
CCCC(=N)C1=C(O)CC(CC(C)SCC)CC1=O (stereo unspecified)	1	-9	x	1.2	0.8	-3	7	95	-32[fluorescence artefact?]
CCCn1c(N)c(C(=O)CSc2nnc(Cc3ccccc3)o2)c(=O)n(C)c1=O	x	17[fluorescence artefact?]	-4	1	x	x	-4	112[fluorescence artefact?]	15
CC1C(C#N)=C(N)OC2=C1C(=O)CCC2 (stereo unspecified)	-1	2	-1	1.1	0.9	-2	10	123	-3
COc1nc(OC)nc(N2CCC(C(=O)NCC3CCCCC3)CC2)n1	2	-2	-2	1.1	1.1	10	2	113	-4
O=C(CCCn1c(=S)[nH]c2cc3c(cc2c1=O)OCO3)N1CCN(c2ccccc2F)CC1	7	7	3	1	1.5	-2	-2	110[fluorescence artefact?]	2
Cc1oc2ccc(O)c(CN3CCOCC3)c2c1C(=O)c1ccc(Cl)cc1	7	x	-5	1.1	1.4	3	-9	x	x
COc1ccc(C(=O)SC2=NCCS2)cc1	x	-5	-1	1.2	x	x	x	92	1
O=C(CNS(=O)(=O)c1cccc2nonc12)NCc1ccc(F)cc1	1	-14	x	1.1	1	-28	4	124	-7
